Screens (PubChem)
CHOP UPR activ – activators of apoptotic arm of unfolded protein response (CHOP); CHO-CHOP luciferase reporter, UPR activation, luminescence; percent of tunicamycin response over DMSO baseline; activation, % at 10 µM; 330,000 compounds, 0.34% hits; AID 449763;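 active means at 10 µM dose, activation of 40% or more, normalized to positive control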;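 further: 100% = tunicamycin at 10 µg/mL and 0% = DMSO alone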
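Assay system: CHO cells with stable CHOP pathway luciferase reporter; Buffer or medium: F12 plus 10% serum; Times: 16-18 h cell attachment, then 6 h compound exposure, 37 °C; Signal: luciferase luminescence; Read-out basis: percent activation relative to tunicamycin control; Control set: tunicamycin high control, DMSO low control.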
UPR XBP1 act – activators of adaptive arm of unfolded protein response (XBP1); AID 463104; activation, % at 20 µM; CHO-XBP1 luciferase reporter, IRE1-XBP1 UPR activation, luminescence; percent of tunicamycin response, DMSO as zero; 330,000 compounds, 0.33% hits;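 active means versus positive control, 20 µM dose yields 30% or more activation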;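 further: 100% = tunicamycin at 10 µg/mL and 0% = DMSO only wells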
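assay system = CHO-XBP1 luciferase reporter cells | amount = 1000 cells/well | buffer or medium = F12 plus 10% FBS | compound dosing = single point, 20 µM final compound, 1% DMSO | incubation = 16-18 h cell attachment at 37 °C, then 6 h compound exposure | detection = Steady-Glo luminescence read | controls = tunicamycin 10 µg/mL and vehicle-only wells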
APJ antag – APJ receptor antagonism; P35414; CHO-K1 APJ beta-arrestin complementation, luminescence; inhibition, % at 20 µM; 330,000 compounds, 0.32% hits;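 active means inhibition above about 40% at 20 µM, limit read from the data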;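 further: cells challenged with 10 nM apelin-13 agonist together with compound; plate controls were apelin-13 plus DMSO wells for no effect and DMSO wells lacking apelin-13 for full effect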
Jurkat NFkB inh – lowers PMA/ionomycin-induced NF-kB signal in Jurkat cells; 330,000 compounds, 0.53% hits; PMA/ionomycin-induced NF-kB luciferase reporter, luminescence; inhibition, % at 4 µM; in the data active means inhibition above about 50%
tim23-1 inh – growth inhibitors of tim23-1 mutant yeast. S. cerevisiae tim23-1 growth, BacTiter-Glo luminescence, 24 h. inhibition, % at 20 µM. 330,000 compounds, 1.3% hits. AID 463212;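 active means growth inhibition of the mutant yeast at or above 50%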;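 further: temperature-sensitive mutant grown at 25 °C; plate controls were DMSO-treated mutant yeast for no effect and medium wells lacking yeast for full effect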
Mdm2 MdmX PPI – disrupts the human Mdm2-MdmX interaction. SaOS-2 split-luciferase Mdm2/MdmX complementation, luminescence. inhibition, % at 8 µM. 330,000 compounds, 3% hits. AID 485346;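 active means inhibition of at least 50% at 8 µM in the primary screen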
Target sequence (O15151 whole entry, looked up): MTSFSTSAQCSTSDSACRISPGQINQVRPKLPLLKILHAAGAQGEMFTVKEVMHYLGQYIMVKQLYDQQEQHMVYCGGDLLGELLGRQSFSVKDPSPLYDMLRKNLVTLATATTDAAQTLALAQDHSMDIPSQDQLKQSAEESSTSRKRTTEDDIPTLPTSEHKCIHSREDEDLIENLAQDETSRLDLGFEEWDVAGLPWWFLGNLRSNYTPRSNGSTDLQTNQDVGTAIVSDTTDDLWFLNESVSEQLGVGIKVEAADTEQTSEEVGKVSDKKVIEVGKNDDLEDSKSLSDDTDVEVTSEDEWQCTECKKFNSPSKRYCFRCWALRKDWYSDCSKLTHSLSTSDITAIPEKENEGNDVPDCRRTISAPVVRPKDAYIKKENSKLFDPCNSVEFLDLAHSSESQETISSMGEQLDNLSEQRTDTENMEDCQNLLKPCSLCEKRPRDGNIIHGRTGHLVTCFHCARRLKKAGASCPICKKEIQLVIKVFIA
Target sequence (Q00987 whole entry, looked up): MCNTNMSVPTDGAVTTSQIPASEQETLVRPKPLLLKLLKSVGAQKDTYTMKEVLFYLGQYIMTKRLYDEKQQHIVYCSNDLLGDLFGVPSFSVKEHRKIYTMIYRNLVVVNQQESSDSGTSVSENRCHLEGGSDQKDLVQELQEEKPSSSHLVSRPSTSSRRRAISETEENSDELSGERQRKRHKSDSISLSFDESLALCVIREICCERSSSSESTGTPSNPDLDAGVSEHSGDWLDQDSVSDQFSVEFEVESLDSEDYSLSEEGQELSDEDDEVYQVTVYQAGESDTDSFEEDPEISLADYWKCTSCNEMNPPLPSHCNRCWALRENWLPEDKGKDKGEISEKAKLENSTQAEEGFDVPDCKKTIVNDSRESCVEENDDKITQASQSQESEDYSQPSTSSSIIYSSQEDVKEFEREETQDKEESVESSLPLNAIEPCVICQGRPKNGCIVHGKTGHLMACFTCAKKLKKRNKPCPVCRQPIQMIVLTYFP
697 NFkB inh – lowers PMA/ionomycin-induced NF-kB signal in 697 B cells | inhibition, % at 4 µM | 697 B-cell NF-kB luciferase reporter, 16 h | AID 435022 | 330,000 compounds, 0.33% hits; in the data active means inhibition above about 35%
APJ ag – APJ receptor agonism; 330,000 compounds, 0.11% hits; activation, % at 20 µM; P35414; CHO-K1 APJ PathHunter beta-arrestin, luminescence; 0% DMSO wells, 100% apelin;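 active means activation more than six SD over the plate average, tested at 20 µM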;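 further: 0% = DMSO alone and 100% = apelin-13 at 10 nM; some results filed as inactive read as strong as hits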
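Test system: CHO-K1 APJ beta-arrestin complementation cell line | Compound: Single test compound dose, 20 µM final, 1% DMSO | Incubation: Compound 90 min 25 °C, reagent 1 h | Measured by: beta-gal luminescence | Read-out basis: APJ–arrestin association signal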
* hit, by the source's call; x = not tested or not shown.

The first 7 entries as a preview:
SMILES | CHOP UPR activ | UPR XBP1 act | APJ antag | Jurkat NFkB inh | tim23-1 inh | Mdm2 MdmX PPI | 697 NFkB inh | APJ ag
Cn1c(C(=O)O)c(CC(=O)N2CCC(Cc3ccccc3)CC2)c2ccccc21 | 0.0 | 1 | 6 | 5 | 9 | -25 | -23 | -3
Cc1nn(Cc2ccc([N+](=O)[O-])cc2)c(=O)n1-c1cccc(Cl)c1 | -1.1 | -3 | 13 | -5 | -28 | 0 | 8 | -5
O=C(Cn1nnc(-c2ccccc2)n1)c1ccccc1 | 1.1 | 2 | 13 | -16 | 0 | 0 | -5 | -1
COc1cccc(-n2c(=O)c3c(C)c(C(=O)N(C)C)sc3n(CC(=O)NCCc3ccc(OC)c(OC)c3)c2=O)c1 | -0.4 | -3 | 6 | -3 | 1 | -20 | 19 | 2
COc1c2ccoc2nc2c(OC)c(OCC(O)C(C)(C)O)ccc12 (stereo not given) | 2.8 | 1 | -2 | -6 | 5 | 4 | -5 | -2
CC1CCN(C(=O)C2CCC(CNc3c(N4CCCCC4)c(=O)c3=O)CC2)CC1 (stereo not given) | -0.6 | -2 | 4 | 8 | -6 | 8 | -12 | -4
O=C(CSCCN1C(=O)c2ccccc2C1=O)Nc1ccc2ccccc2c1 | -0.5 | 1 | -3 | -5 | 9 | -3 | -1 | -2

This part in full, repeating the preview:
SMILES | CHOP UPR activ | UPR XBP1 act | APJ antag | Jurkat NFkB inh | tim23-1 inh | Mdm2 MdmX PPI | 697 NFkB inh | APJ ag
Cn1c(C(=O)O)c(CC(=O)N2CCC(Cc3ccccc3)CC2)c2ccccc21 | 0.0 | 1 | 6 | 5 | 9 | -25 | -23 | -3
Cc1nn(Cc2ccc([N+](=O)[O-])cc2)c(=O)n1-c1cccc(Cl)c1 | -1.1 | -3 | 13 | -5 | -28 | 0 | 8 | -5
O=C(Cn1nnc(-c2ccccc2)n1)c1ccccc1 | 1.1 | 2 | 13 | -16 | 0 | 0 | -5 | -1
COc1cccc(-n2c(=O)c3c(C)c(C(=O)N(C)C)sc3n(CC(=O)NCCc3ccc(OC)c(OC)c3)c2=O)c1 | -0.4 | -3 | 6 | -3 | 1 | -20 | 19 | 2
COc1c2ccoc2nc2c(OC)c(OCC(O)C(C)(C)O)ccc12 (stereo not given) | 2.8 | 1 | -2 | -6 | 5 | 4 | -5 | -2
CC1CCN(C(=O)C2CCC(CNc3c(N4CCCCC4)c(=O)c3=O)CC2)CC1 (stereo not given) | -0.6 | -2 | 4 | 8 | -6 | 8 | -12 | -4
O=C(CSCCN1C(=O)c2ccccc2C1=O)Nc1ccc2ccccc2c1 | -0.5 | 1 | -3 | -5 | 9 | -3 | -1 | -2
COC(=O)C1CCN(C(=O)CSc2nc3nc(C)cc(C)n3n2)CC1 | 0.0 | 1 | 11 | -1 | 15 | -12 | 8 | 3
COCCN1CCN(C(=O)C2CCC(=O)N(CCCc3ccccc3)C2)CC1 (stereo not given) | 1.2 | -6 | 10 | 1 | 12 | 24 | 4 | 4
c1ccc(N2CCN(C3CC4CCC3C4)CC2)cc1 (stereo not given) | 0.9 | 0 | 9 | 7 | -5 | 6 | 7 | -5
CCOC(=O)C1CCN(c2ccc([N+](=O)[O-])cc2S(=O)(=O)N2CCOCC2)CC1 | 1.4 | 2 | 30 | 10 | 27 | 16 | 18 | 0
O=C(/C=C/c1cccc([N+](=O)[O-])c1)Nc1ccc(Cl)cn1 | 2.5 | 6 | 10 | 7 | -1 | 25 | -20 | -5
CCn1nc(C)cc1C(=O)N1CCCC(Nc2ccc(C(C)C)cc2)C1 (stereo not given) | 0.5 | 0 | 15 | 0 | 8 | 10 | 4 | 1
CCCCCCCC[n+]1cccc(C(=O)N2c3c(nc(N)[nH]c3=O)NC(C)C2C)c1 (stereo not given) | -1.1 | 3 | -8 | 1 | -6 | -1 | -10 | -2
COc1ccc(OC)c(NC(=O)c2cnn(-c3ccccc3Cl)c2NC(=O)c2ccco2)c1 | 0.2 | -1 | -16 | -1 | 21 | 11 | 20 | -2
COCc1[nH]nc2c1C1(C(=O)N(C)c3ccccc31)C(C#N)=C(N)O2 (stereo not given) | -0.7 | 1 | 10 | 1 | 16 | -8 | 12 | 6
OCCN(CCO)c1ncnc2c1sc1nc(N3CCOCC3)c3c(c12)CCCC3 | 0.4 | 7 | 0 | -8 | 22 | 16 | -9 | 4
CCOC(=O)c1c(S(=O)(=O)N2CCN(Cc3ccccc3)CC2)c(C)n(C)c1C | -0.5 | -3 | 15 | -8 | 10 | 5 | -7 | -1
Cn1c(/C=C/c2ccc(Cl)cc2)c([N+](=O)[O-])c(=O)n(C)c1=O | -0.4 | 0 | 16 | 3 | 32 | 64* | -32 | -3
COc1ccc(/C=C/C(=O)NC(=S)Nc2cc3oc4ccccc4c3cc2OC)cc1 | -0.3 | -1 | 1 | -10 | -5 | 90* | 8 | -3
O=C(CNc1ccccc1N1CCCC1=O)Nc1cc(Cl)ccc1-n1cncn1 | 0.4 | -2 | -4 | -8 | -4 | 0 | 11 | -4
Cc1ccc(NC(=O)c2cnc(SCC(=O)NCC3CCCO3)n(C)c2=O)cc1 (stereo not given) | 17 | -4 | 18 | -23 | 17 | -10 | -23 | -2
CCOc1ccc(CN2CCN(Cc3cccn3-c3nccs3)CC2CCO)cc1 (stereo not given) | -0.5 | -3 | 8 | -6 | 2 | 1 | 7 | -3
CC1=C(C)CC(C(=O)c2ccc(C)cc2)C(C(=O)O)C1 (stereo not given) | 1.1 | 0 | -10 | -1 | 13 | 3 | -2 | -1
CCCOc1cccc(C(=O)N(Cc2ccco2)C2CCS(=O)(=O)C2)c1 (stereo not given) | -0.6 | -2 | 9 | 12 | 7 | 4 | 17 | -3
Cn1nc(C(=O)N2CCN(c3ccccc3)CC2)c2c1-c1ccccc1S(=O)(=O)C2 | -0.1 | -4 | 4 | -1 | 18 | 17 | -9 | -4
CCC(=O)Nc1ccc(-c2csc(C)n2)cc1 | 3.3 | 2 | -10 | -32 | 9 | -30 | -24 | x
CCOc1ccc(C(=O)C[n+]2ccc(C(=O)NCCO)cc2)cc1 | 1.0 | -4 | -11 | 11 | 7 | -26 | 0 | -1
CC(=O)N1N=C(c2ccccc2)CC1c1cn(Cc2ccccc2)c2ccccc12 (stereo not given) | -0.2 | -3 | -2 | 14 | 29 | 59* | -17 | -1
CC(=O)Nc1ccc(S(=O)(=O)N(C)CC(=O)NCCOc2ccccc2)cc1 | -0.3 | 0 | 5 | -1 | 10 | -1 | -1 | 3
CN(C)S(=O)(=O)c1ccc(NC(=O)CSc2nnc(-c3ccco3)n2N)cc1 | 0.9 | -1 | -3 | -10 | -4 | 9 | 15 | -4
COc1cnc(-c2ccccn2)nc1Oc1ccccc1Cl | 0.1 | 0 | -2 | -10 | -4 | -21 | -27 | -2
CCn1c(C)cc(C(=O)CSc2nnc(-c3ccco3)o2)c1C | 1.9 | -2 | 4 | -20 | 1 | 26 | 5 | -2
O=S(=O)(c1ccc(F)cc1)N1CCN(C(=S)NCCc2ccccc2)CC1 | -0.6 | -2 | -10 | 17 | 20 | 20 | -3 | 0
Cc1cccc(OCCC(=O)Nc2ccc(C)c(S(=O)(=O)N3CCOCC3)c2)c1 | 1.1 | -2 | 6 | -4 | 11 | 6 | -7 | -2
Cc1cc(C)n(-c2ccc(C(=O)OCC(=O)c3ccc(Br)s3)cc2)n1 | 0.2 | 0 | 9 | 5 | -3 | -4 | 15 | -3
O=C(CCn1c(=O)oc2ccccc21)N1CCN(c2ccccc2Cl)CC1 | 0.4 | 2 | 6 | 46 | 25 | 42 | -23 | -5
COc1ccc(CC(=O)O)cc1O | -1.0 | 0 | 16 | 18 | 9 | -7 | 16 | -3
O=C(NCCN1CCN(Cc2ccccc2Cl)CC1)Nc1ccccc1 | -2.3 | 1 | 9 | 2 | -8 | 3 | 4 | -3
COc1ccc(C(=O)NC(CCSC)C(=O)N2CCCCCC2)cc1 (stereo not given) | 0.3 | -1 | -4 | -3 | 17 | 9 | 8 | -5

Sorted by the number under Jurkat NFkB inh (rising): 7 from the list above.
SMILES | UPR XBP1 act | APJ antag | Jurkat NFkB inh | Mdm2 MdmX PPI | 697 NFkB inh | APJ ag
Cc1ccc(NC(=O)c2cnc(SCC(=O)NCC3CCCO3)n(C)c2=O)cc1 (stereo not given) | -4 | 18 | -23 | -10 | -23 | -2
CCn1c(C)cc(C(=O)CSc2nnc(-c3ccco3)o2)c1C | -2 | 4 | -20 | 26 | 5 | -2
CCOc1ccc(CN2CCN(Cc3cccn3-c3nccs3)CC2CCO)cc1 (stereo not given) | -3 | 8 | -6 | 1 | 7 | -3
CC1=C(C)CC(C(=O)c2ccc(C)cc2)C(C(=O)O)C1 (stereo not given) | 0 | -10 | -1 | 3 | -2 | -1
CCCOc1cccc(C(=O)N(Cc2ccco2)C2CCS(=O)(=O)C2)c1 (stereo not given) | -2 | 9 | 12 | 4 | 17 | -3
O=S(=O)(c1ccc(F)cc1)N1CCN(C(=S)NCCc2ccccc2)CC1 | -2 | -10 | 17 | 20 | -3 | 0
O=C(CCn1c(=O)oc2ccccc21)N1CCN(c2ccccc2Cl)CC1 | 2 | 6 | 46 | 42 | -23 | -5

Continuation:
SMILES | CHOP UPR activ | UPR XBP1 act | APJ antag | Jurkat NFkB inh | tim23-1 inh | Mdm2 MdmX PPI | 697 NFkB inh | APJ ag
CCOC(=O)Cc1csc(NC(=O)CN(C)S(=O)(=O)c2ccc3c(c2)CCC(=O)N3)n1 | -0.6 | 1 | -4 | -11 | -6 | -2 | 3 | -3
COc1ccc(-n2nc3c(c2NC(=O)C(C)Oc2ccccc2)CS(=O)C3)cc1 (stereo not given) | -0.9 | -3 | 2 | -3 | -2 | 16 | 13 | -3
CC1CC(CC(=O)Nc2nc(-c3ccccc3)cs2)C(=O)O1 (stereo not given) | 0.6 | -1 | -6 | 9 | 10 | 34 | -2 | 2
O=C(c1ccc(Cl)cc1)N1CCC(C(=O)N2CCCc3ccccc32)CC1 | -1.6 | -2 | 11 | 7 | 29 | -13 | -52 | -1
CCOC(=O)c1c(C)[nH]c(C(=O)COC(=O)/C=C/c2cccc(OC)c2OC)c1C | -1.7 | -4 | 10 | 5 | -21 | 46 | 6 | -2
CCO[C@H]1OC(C(N)=O)=C[C@@H](c2csc3ccccc23)[C@@H]1CCCO | -0.3 | 0 | 6 | -6 | -6 | 3 | -26 | -4
O=C(CN1CCOCC1)Nc1ccc(Cl)cn1 | 2.4 | -2 | 1 | 1 | 0 | 15 | 10 | 0
Cc1nc2c(C(=O)NCCc3ccccc3)c[nH]n2c(=O)c1Cl | -1.8 | 1 | -3 | 11 | 10 | 7 | 19 | -4
COc1ccc([N+](=O)[O-])cc1NC(=O)c1ccc(N(Cc2ccccc2C)S(C)(=O)=O)cc1 | 1.9 | -1 | -6 | 24 | 20 | 30 | -31 | 4
COc1ccc(C(=O)NC(=S)Nc2cccc(S(=O)(=O)N3CCOCC3)c2)cc1 | -0.1 | -2 | -9 | 43 | 7 | 41 | 5 | -5
CCN(CC)S(=O)(=O)c1cccc(C(=O)NCCc2ccccc2)c1 | 3.2 | 2 | 10 | -72 | 14 | -33 | -39 | 4
O=C(NC(=O)c1csnn1)Nc1ccccc1Cl | 3.1 | 0 | 4 | -5 | 3 | -35 | -39 | 7
O=C(Nc1ccccc1)Nc1ccc2ncoc2c1 | 2.5 | -1 | -16 | -30 | -4 | -15 | -2 | 3
O=C1NC[C@H](Cc2ccccc2)N(CCc2cccc(F)c2)C1=O | -0.6 | -2 | -7 | 5 | 3 | -7 | 11 | -3

Hits appear at their usual frequency. About 5% of those tested had a hit in this group.
